# IMPase inh – IMPase inhibition in cells; P97697; CHO-M1 cells, IP1 accumulation, HTRF TR-FRET ratio; inhibition (IP1 accumulation), % at 46.1 µM; 120,000 tested, under 10 active; AID 901; active = well fitted curve in the direction sought with a large enough effect in the signal ratio, not every such curve was filed as active; inconclusive = small, poorly fitted or top-dose-only effect, or a change in a side signal; inactive = no such curve, though single readings can be large or run the other way; the % refers to the signal ratio;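 note: cells stimulated with carbachol in lithium chloride buffer; plate controls were DMSO basal wells for no effect and reference inhibitor wells for full effect; higher means more IMPase inhibition seen as more IP1 and lower FRET ratio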
# Target sequence (P97697 whole entry, looked up): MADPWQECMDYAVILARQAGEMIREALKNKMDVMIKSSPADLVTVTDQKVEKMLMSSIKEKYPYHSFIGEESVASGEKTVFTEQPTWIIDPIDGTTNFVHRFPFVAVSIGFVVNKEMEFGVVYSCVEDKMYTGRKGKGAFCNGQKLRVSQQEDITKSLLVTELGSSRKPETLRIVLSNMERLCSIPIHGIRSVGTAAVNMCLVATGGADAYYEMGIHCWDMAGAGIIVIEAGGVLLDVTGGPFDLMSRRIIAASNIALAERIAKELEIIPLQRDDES
#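 The IP-One HTRF competitive assay in carbachol-stimulated CHO-M1 cells quantifies cellular IP1. Compounds spanned up to 46 uM final, and activity is expressed as AC50 from concentration-response fits of the ratio and donor data.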
# PNC assembly inh – perinucleolar compartment assembly inhibition; PC3M PTB-GFP, PNC prevalence imaging, 16 h; stronger effect = lower value; activity change (PNC), negative = inhibition, % at 10 µM; 140,000 compounds, 3.1% hits; AID 2417;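 active = readout at or below -70, meaning at least 70% loss of cells showing the perinucleolar compartment, a nuclear body marking cancer cells; inconclusive = readout between -30 and a set limit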;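 note: plate controls were DMSO wells for no effect and camptothecin positive control wells for full effect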
#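 Read-out is percentage of cells bearing a perinucleolar compartment, from automated 20x imaging of fixed, Hoechst-stained PC3M PTB-GFP cells. Cells were seeded 4 h, then exposed 16 h to compound (23 nl of library stock) in duplicate plates.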
# 12-hLO inh – inhibitors of human 12-lipoxygenase (ALOX12); P18054; purified 12-hLO, xylenol orange hydroperoxide absorbance; Potency, µM (highest dose often 57.1 µM), inactives show at the highest dose activity change, negative = inhibition, most hits filed as inhibitors; 150,000 compounds, 0.12% hits; note: potency is the fitted concentration of half-maximal effect; nearly all actives have a fitted effect of over 55% in size; many of its hits are not listed in these tables
# Target sequence (P18054 whole entry, looked up): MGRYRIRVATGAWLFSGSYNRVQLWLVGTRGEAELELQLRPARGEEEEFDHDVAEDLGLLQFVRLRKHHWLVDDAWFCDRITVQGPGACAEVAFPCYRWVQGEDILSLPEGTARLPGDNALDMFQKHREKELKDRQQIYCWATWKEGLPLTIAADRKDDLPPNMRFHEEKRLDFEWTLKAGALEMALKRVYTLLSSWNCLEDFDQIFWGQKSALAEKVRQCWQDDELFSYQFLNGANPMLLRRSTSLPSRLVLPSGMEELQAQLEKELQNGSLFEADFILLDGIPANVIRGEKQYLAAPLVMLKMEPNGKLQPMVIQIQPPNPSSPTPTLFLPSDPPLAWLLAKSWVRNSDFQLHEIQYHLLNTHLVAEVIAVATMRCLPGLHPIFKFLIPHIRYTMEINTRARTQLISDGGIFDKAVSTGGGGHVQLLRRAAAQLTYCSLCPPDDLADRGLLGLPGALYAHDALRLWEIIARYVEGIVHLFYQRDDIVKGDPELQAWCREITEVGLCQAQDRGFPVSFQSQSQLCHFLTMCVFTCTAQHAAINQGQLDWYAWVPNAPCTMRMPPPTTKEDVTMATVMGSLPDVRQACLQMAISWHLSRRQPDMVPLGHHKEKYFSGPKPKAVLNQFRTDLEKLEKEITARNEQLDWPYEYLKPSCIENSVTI
#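 Hydroperoxide output read as Fe(III)-xylenol orange absorbance, 573-to-405 nm ratio, after 30 min reaction with 40 uM arachidonic acid. Enzyme: 150 nM purified human 12hLO, 15 min compound preincubation; 25 mM Hepes pH 7.0, room temperature.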
# 15-hLO-2 inh – blocks human 15-lipoxygenase 2 activity. 110,000 compounds, 0.56% hits. O15296. Potency, µM (top dose mostly 57.1 µM), without a hit: at the highest dose activity change, negative = inhibition, actives largely listed as inhibitors. purified 15hLO-2, xylenol orange hydroperoxide absorbance; note: potency is the fitted concentration of half-maximal effect; nearly all actives have a fitted effect of over 60% in size; many of its hits are not listed in these tables
#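 Enzyme 50 nM, AA 45 uM, 25 mM Hepes pH 7.5 + 0.01% Triton X-100; cpd preinc 15 min RT, rxn 90 min RT; stop/detect with 200 uM XO + 300 uM Fe(II) in 50 mM H2SO4, 30 min; A573/A405.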
# Starred values were filed as active, the others as inactive; ? = inconclusive; . = not tested or not shown; & = joins results of further samples; [ ] = remark or other dose. Unless noted, calls come from the whole dose curve; as a rule, active = well fitted curve in the direction sought with a large enough effect; inconclusive = small, poorly fitted or top-dose-only effect, or another doubt; inactive = no such curve, though single readings can be large; an effect the other way counts as inactive or inconclusive. Unless noted, % is set by controls: 0 for no effect and ±100 for the full control effect. A portion of the library (hit frequency here may not be typical).
SMILES,IMPase inh,PNC assembly inh,12-hLO inh,15-hLO-2 inh
CC(C)CC(=O)OC1C(N2CCOCC2)c2c(ccc(/C=C/C(=O)N3CCOCC3)c2O)OC1(C)C (centres undefined),-6,92,-4%,.
CCOc1ccccc1N(CC(=O)Nc1ccc(S(=O)(=O)N2CCOCC2)cc1)S(=O)(=O)c1ccc(Cl)cc1,.,-2,2%,.
NC1=NC(=O)C2(COC(c3ccccc3Cl)OC2)S1 (centres undefined),-1,171,-2%,.
c1ccc(-n2nnnc2OCCOc2nnnn2-c2ccccc2)cc1,6,7,-9%,-2%
CSc1nc(C)c(CCOC(=O)c2cccc(Cl)c2)c(=O)[nH]1,-3,52,2%,-6%
CC1(C)SCC2C(=O)N3C(CSC3(C)C)C(=O)N21 (centres undefined),0,40,1%,-6%
Cc1ccc(CSc2nnc(-c3cccs3)n2C)cc1,-3,-100*,4%,.
COC(=O)C1=NN(c2ccccc2)C2(S1)SC(C(C)=O)=C(C)N2c1ccccc1 (centres undefined),6,75,1%,-16%
CON(c1nc(Cl)nc(N(C)C)n1)S(=O)(=O)c1ccccc1Cl,-2,20,-2%,-3%
CCCCCOC(=O)Cn1c(=O)oc2ccc(C)cc21,.,19,-1%,.
COc1cccc(NC(=O)Cc2nnc(SCCOc3ccccc3)n2C)c1,4,8,-2%,4%
Cc1ccccc1-n1c(SCc2cc(=O)n3ccccc3n2)nc2[nH]ncc2c1=O,2,7,-5%,-8%
COc1cccc(-c2ccc(=O)n(CC(=O)Nc3ccc(C(=O)N4CCCC4)cc3)n2)c1,0,32,-5%,0%
COC(=O)c1ccc(/C=C(\C#N)c2nc3ccccc3s2)cc1,-12,70,-3%,-22%
CCOCCOCC,.,.,-3%,6%
Cc1[nH]n(-c2ccc([N+](=O)[O-])cc2)c(=O)c1C=NCCc1c(C)[nH]c2ccccc12,-3,-25,4%,.
COC(=O)CN1C(=O)CC(C)(C)S(=O)c2ccccc21 (centres undefined),-1,-4,-2%,0%
O=c1c2ccccc2nc(-c2cccs2)n1-c1cccc2ccccc12,.,81,-2%,.
CC(=O)c1cccc(NC(=O)c2ccc(N(C)S(C)(=O)=O)cc2)c1,10,?,-2%,5%[2.29 µM]
CCC(C)c1c(O)nc(SCC(=O)c2ccccc2)[nH]c1=O (centres undefined),5,?,3%,-7%
Cc1ccc(SCC(=O)N2CC(C)OC(C)C2)cc1 (centres undefined),3,-5,-3%,-11%
Cc1ccc(C)c(OCCn2cc(/C=C(\C#N)C(=O)NCc3ccco3)c3ccccc32)c1,.,-86*,0%,.
CSc1ccc(Cn2nnc(C(=O)NCc3ccccc3)c2N)cc1,2,-13,0%,-4%
CCC(=O)c1ccc(O)cc1,.,20,0%,.
N/C(=N\OC(=O)CCc1ccccc1)c1ccc(Br)cc1,-9,?,1%,11%
C/C(=N\NC(=O)c1ccc(C)cc1C)c1ccc(-n2ccnc2)cc1,24,62,-6%,.
Cc1ccc(N(CC(=O)N/N=C/c2cccs2)S(C)(=O)=O)cc1Cl,11,34,-3%,17%
COc1ccc(-c2cc(-c3c(O)c(OC)c4occc4c3OC)[nH]n2)cc1OC,9,49,-8%,?
CCN(CC(=O)N1CCOCC1)S(=O)(=O)c1ccc(C)cc1,-3,?,-2%,-2%
C/C(Cn1nnc2ccccc21)=N\NC(=O)c1cccc(Br)c1,.,-25,-1%,.
CN(N=O)C(=O)N[C@H]1[C@@H](O)[C@H](O)[C@H](CO)O[C@@H]1O,4[20.6 µM],.,1%[25.6 µM],4%[25.6 µM]
CCOC(=O)N1CCN(C(=O)C2CCN(CC3CCCCC3)CC2)CC1,.,-114*,1%,.
O=C(Cn1cnc2c(nnn2Cc2ccccc2)c1=O)c1ccc(Cl)cc1,-6,52,0%,.
CCSc1nc(-c2ccc(OC)cc2)cc(-c2ccc(OC)cc2)c1C#N,4,27,2%,-3%
O=C(NCCCN1CCCCCC1)C1CC(=O)N(C2CCCC2)C1 (centres undefined),12,71,-7%,22%
COc1ccc(Nc2cc(C(=O)NCCCN3CCN(C)CC3)c3ccccc3n2)c(OC)c1,11,61,7%,49%[activator]
CCOC(=O)CCC(=O)Nc1ccc(S(=O)(=O)N2CCC(C)CC2)cc1,-14,27,2%,.
COc1ccc(N2C(=O)CCC(C(=O)NCCN3CCOCC3)C2c2ccc(OC)c(OC)c2)cc1 (centres undefined),6,34,-3%,-1%
C=CCOc1c2ccc(C(=O)N(CC)c3ccc(OC)cc3)cc2nn1C,13[1.84 µM],?,6%,-9%[11.4 µM]
O=C(O)CC1(Cc2nc(-c3cccs3)no2)CCCC1,-2,-4,1%,-2%
O=C(CCCn1c(SCC(=O)c2ccc(F)cc2)nc2ccccc2c1=O)NCc1ccco1,17,-29,2%,-9%
COc1cccc(/C=N/N2C(=O)C3C4c5ccccc5C(c5ccccc54)C3C2=O)c1OC (centres undefined),4,?,-4%,9%
CC(NC(=O)C1CCN(S(=O)(=O)c2cnc[nH]2)CC1)c1ccccc1 (centres undefined),.,-1,0%,.
CCCc1ncc(C(O)c2cccc3ccccc23)n1C (centres undefined),15,23,5%,2%
CC1(C)CC(=O)C2=C(C1)N(c1cccc(Cl)c1)C(=O)NC2(C(F)(F)F)C(F)(F)F,.,-80*,1%,.
COc1ccc(CC(=O)NCc2ccccc2)cc1S(=O)(=O)N1CCOCC1,-9,16,2%,0%
Cc1ccc(C(=O)Nc2ccc(N3CCOCC3)cc2)cc1,1,?,-5%,3%
Cc1ccc(-c2nnn(CC(=O)NCc3ccccc3)n2)c(-n2cnnn2)c1,-5,-7,-1%,-3%
COc1cc(CNCCSc2nnnn2C)cc(OC)c1OC,-3,-4,3%,0%
Cc1ccccc1Nc1nc(N)nc(CN2CCN(c3ccccn3)CC2)n1,20,?,4%,33%[activator]
CCOC(=O)c1c(/N=C/c2cc([N+](=O)[O-])ccc2O)sc(C)c1C,.,-12,-21%,.
CCCc1cc(=O)n2[nH]c(NCc3c(Cl)cccc3Cl)nc2n1,-7,38,3%,-2%
Cc1ccccc1C(OCCN(C)C)c1ccccc1 (centres undefined),.,?,2%&8%,40%[activator]
Cc1cccc(-n2nc3c(c2NC(=O)c2ccc(Br)o2)CSC3)c1,-4,?,-1%,-20%
O=C1NCCN1Cc1ccccc1,10,?,4%,-4%
CC1(CC(=O)N/N=C/c2ccc(-c3ccc(Cl)cc3)o2)OCCO1,1,?,5%,.
CCCNc1c(N)n(-c2ccccc2)c(=O)[nH]c1=O,-1,22,1%,20%
Cc1ccc(/C=C/C(=O)Nn2cnnc2)cc1,-6,-12,1%,11%
CC(=O)Nc1cccc(NC(=O)c2c(-c3ccccc3)noc2C)c1,-5,20,?,-5%
O=C(CCc1ccc(S(=O)(=O)NCc2ccccc2)cc1)NCc1cccnc1,.,23,0%,.
# Further entries follow.
SMILES,IMPase inh,PNC assembly inh,12-hLO inh,15-hLO-2 inh
CCCc1nnc(NC(=O)CN2CCOCC2)s1,0,-28,-1%,-5%
CS(=O)(=O)N(CCc1ccccc1)CC(=O)Nc1ccc2c(c1)OCO2,2,31,-10%,-11%
O=C(c1cccc(COCC(F)(F)C(F)F)c1)N1CCN(c2ccccc2)CC1,23,-23,-8%,-3%
CCOC(=O)c1ccc(NC(=S)NCC(O)c2ccccc2)cc1 (centres undefined),1,8,-21%,-11%
CCOc1ccc(C2C(C#N)=C(N)N3C(=C2C#N)Sc2ccccc23)cc1 (centres undefined),-2,18,-8%,-27%
COC(=O)Cn1c(=NC(=O)CN2C(=O)CCC2=O)sc2cc(S(N)(=O)=O)ccc21,.,-5,-2%,.
CCCCSc1nnc2c(n1)[nH]c1ccccc12,4,?,0%,28%
COCCn1c(-c2ccc(OC)cc2)cnc1SCC(=O)Nc1cccc2ccccc12,12,?,2%,39%[activator]
Cn1c(SCC(=O)NCc2ccccc2)nnc1C1CC1,-5,48,-2%,-5%
CC1=C(C(=O)OCc2ccccc2)C(c2ccco2)n2ncnc2N1 (centres undefined),7,?,-7%,13%
O=C(COC(=O)/C=C/c1cccc(C(F)(F)F)c1)Nc1cccc2ccccc12,.,6,1%,.
O=C(NCc1ccco1)c1ccc(Cn2cc([N+](=O)[O-])cn2)o1,?,?,-1%,-1%
CCN[C@@H]1CN(CCCOC)S(=O)(=O)c2sc(S(N)(=O)=O)cc21,-3[20.6 µM],.,2%[25.6 µM],1%[25.6 µM]
Cn1c(=O)oc2cc(S(=O)(=O)N3CCN(c4ccccc4)CC3)ccc21,-5,?,-3%,-1%
O=c1c2nnn(Cc3ccc(Cl)cc3)c2ncn1Cc1ccc(F)cc1,4,-28,-13%,-13%
COc1ccc(-c2c(C(C)=O)c(C)nc3sc4c(=O)n(-c5ccc(C)cc5)nnc4c23)cc1,-7,-106*,3%,11%
CCOC(=O)[C@@H](O)Cc1cnc2ccccc2n1,.,.,-1%[11.4 µM],-15%[11.4 µM]
CCCOC(=O)/C=C/c1c(C)[nH]c(=O)[nH]c1=O,.,-15,0%,.
Cc1ccc(C(=O)Nc2ccccc2N2CCN(C(=O)C(C)C)CC2)cc1C,1,?,-17%,15%
C#CCN(C)CCCOc1ccc(Cl)cc1Cl,-8[20.6 µM],12,0%,19%[25.6 µM]
CC(C(=O)Nc1ccccc1Sc1ccccc1)N(c1ccccc1)S(C)(=O)=O (centres undefined),10,9,4%,.
Cc1c(NC(=O)c2n[nH]c(=O)c3ccccc23)c(=O)n(-c2ccccc2)n1C,-4,13,-2%,4%
O=C(Cc1cccs1)N/N=C/c1ccc(OCc2ccccc2)cc1,-4,?,-2%,.
O=C(CO)N/N=C/c1ccccc1F,?,6,3%,-6%

# Already shown: entries from further up.
SMILES,IMPase inh,PNC assembly inh,12-hLO inh,15-hLO-2 inh
CCOc1ccc(C2C(C#N)=C(N)N3C(=C2C#N)Sc2ccccc23)cc1 (centres undefined),-2,18,-8%,-27%
COC(=O)Cn1c(=NC(=O)CN2C(=O)CCC2=O)sc2cc(S(N)(=O)=O)ccc21,.,-5,-2%,.
CCCCSc1nnc2c(n1)[nH]c1ccccc12,4,?,0%,28%
COCCn1c(-c2ccc(OC)cc2)cnc1SCC(=O)Nc1cccc2ccccc12,12,?,2%,39%[activator]
Cn1c(SCC(=O)NCc2ccccc2)nnc1C1CC1,-5,48,-2%,-5%
CC1=C(C(=O)OCc2ccccc2)C(c2ccco2)n2ncnc2N1 (centres undefined),7,?,-7%,13%
O=C(COC(=O)/C=C/c1cccc(C(F)(F)F)c1)Nc1cccc2ccccc12,.,6,1%,.
O=C(NCc1ccco1)c1ccc(Cn2cc([N+](=O)[O-])cn2)o1,?,?,-1%,-1%
CCN[C@@H]1CN(CCCOC)S(=O)(=O)c2sc(S(N)(=O)=O)cc21,-3[20.6 µM],.,2%[25.6 µM],1%[25.6 µM]
Cn1c(=O)oc2cc(S(=O)(=O)N3CCN(c4ccccc4)CC3)ccc21,-5,?,-3%,-1%
O=c1c2nnn(Cc3ccc(Cl)cc3)c2ncn1Cc1ccc(F)cc1,4,-28,-13%,-13%
COc1ccc(-c2c(C(C)=O)c(C)nc3sc4c(=O)n(-c5ccc(C)cc5)nnc4c23)cc1,-7,-106*,3%,11%
CCOC(=O)[C@@H](O)Cc1cnc2ccccc2n1,.,.,-1%[11.4 µM],-15%[11.4 µM]
CCCOC(=O)/C=C/c1c(C)[nH]c(=O)[nH]c1=O,.,-15,0%,.
Cc1ccc(C(=O)Nc2ccccc2N2CCN(C(=O)C(C)C)CC2)cc1C,1,?,-17%,15%
C#CCN(C)CCCOc1ccc(Cl)cc1Cl,-8[20.6 µM],12,0%,19%[25.6 µM]
CC(C(=O)Nc1ccccc1Sc1ccccc1)N(c1ccccc1)S(C)(=O)=O (centres undefined),10,9,4%,.

# Assay outcomes from PubChem BioAssay.
